Source: PubChem BioAssay
OPRM1-OPRD1 ag = OPRM1-OPRD1 heterodimerization agonism; cells, luminescence; activation, % at 9.3 µM; 340,000 tested, 0.3% active; AID 504326; in the data active means activation above about 18%;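 further: 0% = vehicle-treated cells and 100% = reference agonist; values of inactives mirror those of a sister screen read the other way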
Target sequence (P35372 whole entry, looked up): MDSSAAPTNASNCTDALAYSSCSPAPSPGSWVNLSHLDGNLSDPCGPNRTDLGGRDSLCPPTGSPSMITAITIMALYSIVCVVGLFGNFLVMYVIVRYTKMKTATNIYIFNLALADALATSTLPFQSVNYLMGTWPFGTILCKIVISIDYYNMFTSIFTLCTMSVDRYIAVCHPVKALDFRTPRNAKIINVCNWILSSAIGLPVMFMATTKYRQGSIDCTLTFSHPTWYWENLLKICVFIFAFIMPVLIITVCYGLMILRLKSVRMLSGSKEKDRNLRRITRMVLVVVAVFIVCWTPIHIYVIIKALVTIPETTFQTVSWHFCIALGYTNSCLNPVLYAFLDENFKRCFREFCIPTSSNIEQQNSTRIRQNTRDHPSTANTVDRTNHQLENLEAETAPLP
Target sequence (P41143 whole entry, looked up): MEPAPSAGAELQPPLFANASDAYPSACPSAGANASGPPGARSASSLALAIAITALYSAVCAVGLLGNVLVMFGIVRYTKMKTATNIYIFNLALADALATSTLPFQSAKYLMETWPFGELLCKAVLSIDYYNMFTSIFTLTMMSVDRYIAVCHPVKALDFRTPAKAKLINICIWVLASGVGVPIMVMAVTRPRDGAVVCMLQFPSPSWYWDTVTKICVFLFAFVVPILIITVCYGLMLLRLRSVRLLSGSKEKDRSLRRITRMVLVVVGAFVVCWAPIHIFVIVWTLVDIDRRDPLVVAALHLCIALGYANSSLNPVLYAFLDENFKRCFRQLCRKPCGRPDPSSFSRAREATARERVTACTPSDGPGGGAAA
AddAB inh = less growth of phage-infected E. coli with AddAB; E. coli expressing H. pylori AddAB, absorbance growth; inhibition, % at 11.9 µM; 330,000 tested, 0.29% active; AID 435030; in the data active means inhibition above about 12%;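 further: 0% = vehicle wells of infected cells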
E coli growth = reduces bacterial viability in AddAB counter-screen; E. coli V3065 growth, OD600 absorbance, 18 h; 330,000 tested, 0.27% active; AID 449728; inhibition, % at 11.9 µM;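 active means inhibition above the campaign's mean inhibition across all tested compounds plus 3 SD, cut at about 9.9% in these data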;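 further: uninfected addAB+ strain grown without phage in ampicillin broth; 0% = DMSO wells and 100% = ciprofloxacin 0.95 µg/ml wells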
PKA-R1A activ = PKA-R1A complex activation; PKA-R1A dissociation, Cy5-IP20 fluorescence polarization; scaled: DMSO 0%, 113 µM cGMP 100%; activation, % at 11.4 µM; 340,000 tested, 0.083% active;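 active means percent activation above the mean of all tested compounds plus 3 SD, cut at about 19% in these data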;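 further: higher means more PKAc released from R1A so a rise in polarization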
HTR5A inv ag = HTR5A inverse agonism, opioid heterodimer counter-screen | P47898 | HTR5A cell line, luminescence | inhibition, % at 9.3 µM | 340,000 tested, 0.083% active | AID 504634; in the data active means inhibition mostly above about 23%, no sharp cut-off; inactive means mostly below about 18%;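 further: 0% = cells with DMSO and 100% = no-cell wells with DMSO; some compounds called inactive have numbers as strong as hits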
phage Ecoli inh = E. coli growth loss with phage present. growth absorbance. inhibition, % at 11.9 µM. 360,000 tested, 0.26% active; in the data active means inhibition above about 11%
Mot1-301 SUMO = SUMOylation pathway inhibition by Mot1-301 growth rescue. S. cerevisiae Mot1-301 growth rescue, ATP luminescence, 38.5C; percent above DMSO median, 100 means doubled. growth rescue, % at 18.8 µM. 320,000 tested, 1% active;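 active means every valid replicate shows activation above 250% relative to neutral control wells; inactive means the rest, any valid replicate at or below 250%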;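 further: OY570 slx delta 5 strain wells were the positive control but not used for scaling; some compounds called inactive have numbers as strong as hits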
HTR5A ag ctr = counter-screen for OPRM1-OPRD1 agonists: human HTR5A agonism. P47898. HTR5A agonist assay, luminescence, cell-based. activation, % at 9.3 µM. 340,000 tested, 0.61% active; in the data active means activation mostly above about 9.5%, no sharp cut-off; inactive means mostly below about 7.6%;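 further: 0% = cells with vehicle only and 100% = reference agonist; strong numbers were not always called active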
DSG3 Ab inh = blocks pemphigus antibody binding to human desmoglein-3 | P32926 | DSG3-coupled beads, scFv-anti-DSG3-GFP binding, flow cytometry; stronger effect = lower value | binding (percent of control), % at 10 µM | 310,000 tested, 0.48% active;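 active means binding more than 3 SD below its plate's average and above zero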;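 further: hits lower antibody fragment binding to DSG3; some compounds called inactive have numbers as strong as hits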
MOR-DOR inv ag = mu-delta opioid heterodimer inverse agonism; P35372+P41143; cell-based MOR-DOR heterodimer luminescence; 340,000 tested, 0.21% active; inhibition, % at 9.3 µM; in the data active means inhibition above about 22%, passing the limit was not always enough;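 further: 0% = cells with DMSO and 100% = wells without cells with DMSO; values of inactives mirror those of a sister screen read the other way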
PfHsp90 yeast 2 = reduces growth (ATP signal) of yeast expressing P. falciparum Hsp90 | 310,000 tested, 0.32% active | S. cerevisiae expressing PfHsp90, BacTiter-Glo ATP, 48 h; yeast lacking PDR1 and PDR3 efflux regulators | inhibition, % at 9.4 µM;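 active means every replicate shows inhibition above about 80%, whatever the replicate mean, limit read from the data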;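 further: 0% = DMSO neutral controls and 100% = 20 µM radicicol positive controls; yeast relying on Plasmodium falciparum Hsp90 in place of its own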
Active calls of the source: *; · = not tested or not shown.

SMILES | OPRM1-OPRD1 ag | AddAB inh | E coli growth | PKA-R1A activ | HTR5A inv ag | phage Ecoli inh | Mot1-301 SUMO | HTR5A ag ctr | DSG3 Ab inh | MOR-DOR inv ag | PfHsp90 yeast 2
CCOC(=O)C1CCN(c2cc(C)nc3ccc(OC)cc23)CC1 | -3.4 | 3.5 | 0.6 | -8 | -20 | 3.7 | · | 7 | 115 | 17 | ·
CC(C)CC(=O)N1CC(=O)Nc2ccc(F)cc2C1c1ccccc1 (centres undefined) | -3.1 | -1.7 | -0.9 | -8 | -2 | 0.7 | -1 | 1 | 111 | 15 | 15
CCc1ccccc1NC(=O)CCC(=O)N1CCSc2ccccc21 | -1.3 | 6.8 | -0.3 | 7 | 10 | 1.8 | -2 | -4 | 106 | 7 | 5
CC(C)Cc1nnc(NS(=O)(=O)Cc2ccccc2)s1 | -0.8 | 2.0 | 1.3 | -8 | 15 | 2.6 | 1 | -1 | 100 | 4 | 1
CCOCCCNc1ccc(N2C(=O)CCCC2=O)cc1[N+](=O)[O-] | -2.0 | -0.3 | -2.0 | -13 | 2 | 2.1 | 10 | -1 | 91 | 9 | 2
N#Cc1cccc(NC(=O)CNc2cccc(S(=O)(=O)N3CCCC3)c2)c1 | -3.3 | 1.6 | 0.6 | -7 | 15 | 5.1 | 4 | 1 | 103 | 16 | 4
COc1cc2c(C(=O)N3CCN(c4ccccc4F)CC3)cn(C)c(=O)c2cc1OC | -2.3 | -1.1 | 0.8 | 3 | 13 | 2.0 | -6 | 2 | 98 | 12 | 11
COc1ccc(CNC(=O)CSc2ccc(Br)cc2)cc1OC | -0.6 | -1.5 | 1.0 | 6 | 1 | 3.7 | -7 | 0 | 99 | 3 | 20
O=C(NC1CCCCCC1)c1nc2ncccn2n1 | 3.1 | 1.5 | 3.2 | -8 | 20 | 2.0 | -8 | -1 | 99 | -19 | -5
CC1=C(C(=O)Nc2ccccc2)C(c2ccc3c(c2)OCO3)C2=C(CCCC2=O)N1 (centres undefined) | -0.1 | 1.1 | -0.9 | 5 | 5 | 0.8 | 1 | 3 | 102 | 1 | -6
CCOC(=O)c1ccc(NC(=O)CN2C(=O)CCC2=O)cc1 | -2.3 | 1.1 | -3.1 | -1 | 0 | 1.5 | 10 | -3 | 105 | 10 | 26
Cc1nn(Cc2ccc(Cl)cc2)c2sc(C(=O)O)cc12 | · | 1.2 | 0.8 | · | · | 4.6 | -19 | · | · | · | -4
CCN(CC)S(=O)(=O)c1ccc(C(=O)Oc2ccc3c(c2)OCO3)cc1 | -1.1 | 1.3 | -0.7 | -4 | 2 | 1.4 | -13 | 0 | 100 | 6 | -5
CCOC(=O)CN(C(=O)CSc1nnc(CNc2ccc(C)cc2C)o1)c1ccccc1 | -2.9 | 0.5 | 0.2 | -10 | -1 | 3.3 | 5 | 0 | 115 | 14 | ·
CCC1CCCCN1CCCNC(=O)C1CCN(c2nnc(-n3cccc3)s2)CC1 (centres undefined) | -3.4 | 2.2 | -0.3 | -3 | 19 | 2.4 | 239 | 2 | 106 | 18 | -1
O=C(O)c1ccccc1C(=O)NC1=NN(c2ccccc2)CC1 | -1.6 | 0.2 | 0.2 | -5 | 1 | 4.0 | 67 | 0 | 94 | 7 | -23
COc1ccc(N(Cc2cc3ccccc3[nH]c2=O)S(C)(=O)=O)cc1 | -2.3 | 2.8 | -2.9 | -8 | 12 | 1.5 | 5 | -5 | 99 | 12 | -4
C/C(=N/NC(=O)Cc1c(C)[nH][nH]c1=O)c1ccc(O)cc1 | -0.6 | 3.4 | -0.9 | 0 | 16 | 3.1 | 13 | -4 | 98 | 3 | -5
CC(=O)Nc1ccc(-c2nnc(SCC(=O)NCc3ccco3)n2C)cc1 | -1.7 | 1.8 | -3.5 | 0 | -7 | 3.4 | 1 | 3 | 100 | 10 | -10
CC(C)NC(=O)c1cc(-c2ccco2)on1 | -3.1 | 3.3 | 3.7 | -3 | -8 | · | -11 | 3 | 106 | 17 | -38

Ordered by the number under DSG3 Ab inh (high to low): some entries from above
Molecule	DSG3 Ab inh
CCOC(=O)CN(C(=O)CSc1nnc(CNc2ccc(C)cc2C)o1)c1ccccc1	115
CCOC(=O)c1ccc(NC(=O)CN2C(=O)CCC2=O)cc1	105
O=C(O)c1ccccc1C(=O)NC1=NN(c2ccccc2)CC1	94

Additional entries
SMILES | OPRM1-OPRD1 ag | AddAB inh | E coli growth | PKA-R1A activ | HTR5A inv ag | phage Ecoli inh | Mot1-301 SUMO | HTR5A ag ctr | DSG3 Ab inh | MOR-DOR inv ag | PfHsp90 yeast 2
CC1(C)Cc2c(C#N)c(SCCC#N)nc(N3CCOCC3)c2CO1 | -3.6 | · | · | 5 | -4 | -0.6 | 39 | 1 | 100 | 17 | 7
CSc1ccccc1C(=O)NC1CCSc2ccccc21 (centres undefined) | -1.1 | 1.2 | 0.8 | -3 | -16 | 1.7 | -4 | 6 | · | 6 | -8
Cc1ccc(C)c(N2CCN(S(=O)(=O)c3ccc4c(c3)OCCO4)CC2)c1 | -0.5 | 1.2 | -1.8 | -6 | -24 | 2.1 | · | 9 | 100 | 3 | -16
O=C(COC(=O)c1oc2ccccc2c1COc1ccccc1)NCCN1C(=O)CSC1=O | -2.4 | 0.8 | 1.5 | -8 | 3 | 1.9 | -7 | -1 | 105 | 13 | -19
Cc1ccc(CNS(=O)(=O)c2ccc3c(c2)C(C)(C)C(=O)N3C)cc1 | -2.2 | 5.6 | -4.5 | -7 | 8 | 1.7 | 0 | -3 | 106 | 11 | 2
COC(=O)C(C(=O)Nc1ccccc1C)C1CCCC1 (centres undefined) | -3.3 | 3.1 | 3.3 | 0 | -7 | -1.6 | 41 | 3 | 103 | 19 | 11
CC1CC(C)CN(C(=O)C2CCC(CNc3c(N4CCCCC4)c(=O)c3=O)CC2)C1 (centres undefined) | -0.8 | 0.2 | 2.1 | -2 | 27 | 0.6 | 9 | -2 | 98 | 4 | 5
Cc1ccc(C)n1-c1cccc(NC(=O)c2ccccc2)c1 | -1.9 | 0.2 | -0.6 | -6 | 1 | 1.1 | -13 | 12 | · | 9 | 14
CCCCN(C(C)=O)C1CC(=O)N(c2ccc(OCCC)cc2)C1=O (centres undefined) | -1.1 | -0.9 | -0.8 | 1 | 0 | 2.9 | -9 | 4 | 112 | 6 | 17
CC1CN(C(C)C)C(=S)NC1=O (centres undefined) | -3.7 | · | · | -3 | 5 | 1.0 | · | -1 | · | 18 | 2
CCOC(=O)COc1ccc2ccccc2c1/C=C/[N+](=O)[O-] | 1.9 | -0.6 | -1.2 | -6 | 12 | 3.2 | -5 | -4 | 74 | -10 | 104*
O=C(COC(=O)/C=C/c1c(F)cccc1Cl)NCC1CCCO1 (centres undefined) | -4.0 | · | · | 7 | 8 | 3.0 | · | -3 | 97 | 21 | -1
CC(C)(C)OC(=O)[C@H](Cc1ccccc1)NC(=O)c1[nH]cnc1C(=O)N[C@@H](Cc1ccccc1)C(=O)OCc1ccccc1 | -0.2 | 4.4 | 3.4 | -9 | 3 | 3.2 | 0 | -2 | 107 | 1 | ·
O=C(Nc1ccc(N2CCN(C(=O)c3ccco3)CC2)cc1)c1cccc(F)c1 | -1.3 | 1.8 | -1.7 | 2 | -3 | 4.1 | -12 | -2 | · | 8 | ·
COc1ccccc1Nc1ncnc2c1oc1ccccc12 | 2.2 | 1.3 | -0.5 | 5 | -3 | 3.7 | -15 | 1 | 103 | -12 | 1
NC(=O)c1ccccc1NC(=O)C1CCCO1 (centres undefined) | -2.6 | 3.6 | 2.5 | -7 | 1 | 0.1 | -4 | 0 | 102 | 12 | -2
CCOC(=O)C(C)n1nc(C)c2sc3ccccc3c2c1=O (centres undefined) | -1.1 | 2.7 | 1.5 | -1 | 19 | 1.0 | 52 | 2 | 104 | 6 | -1
COc1ccc(C(=O)C[n+]2cccc(Br)c2)cc1 | -2.4 | 7.9 | 2.7 | -4 | -4 | 2.9 | 15 | 3 | 111 | 13 | -11
CCN(C(=O)c1ccnc(C(C)(C)C)c1)c1ccccc1 | -1.0 | -0.3 | -3.0 | 0 | -11 | 1.9 | 2 | 1 | 96 | 5 | ·
CC1CC(C)CN(C(=O)CSc2nnc(-c3ccc(Cl)cc3)o2)C1 (centres undefined) | 6.4 | 2.1 | 0.9 | 3 | 0 | 3.0 | 60 | 0 | 114 | -33 | 8

Four entries from above in a different format:
Every second line gives: OPRM1-OPRD1 ag	AddAB inh	E coli growth	PKA-R1A activ	HTR5A inv ag	phage Ecoli inh	Mot1-301 SUMO	HTR5A ag ctr	DSG3 Ab inh	MOR-DOR inv ag	PfHsp90 yeast 2
CCN(CC)S(=O)(=O)c1ccc(C(=O)Oc2ccc3c(c2)OCO3)cc1
  -1.1	1.3	-0.7	-4	2	1.4	-13	0	100	6	-5
CSc1ccccc1C(=O)NC1CCSc2ccccc21 (centres undefined)
  -1.1	1.2	0.8	-3	-16	1.7	-4	6	·	6	-8
CCOC(=O)CN(C(=O)CSc1nnc(CNc2ccc(C)cc2C)o1)c1ccccc1
  -2.9	0.5	0.2	-10	-1	3.3	5	0	115	14	·
C/C(=N/NC(=O)Cc1c(C)[nH][nH]c1=O)c1ccc(O)cc1
  -0.6	3.4	-0.9	0	16	3.1	13	-4	98	3	-5

The results go on:
SMILES | OPRM1-OPRD1 ag | AddAB inh | E coli growth | PKA-R1A activ | HTR5A inv ag | phage Ecoli inh | Mot1-301 SUMO | HTR5A ag ctr | DSG3 Ab inh | MOR-DOR inv ag | PfHsp90 yeast 2
Cc1ccccc1OCCC(=O)OCC(=O)c1c(N)n(CC(C)C)c(=O)n(C)c1=O | 4.5 | -1.4 | -1.2 | -7 | 8 | 0.2 | -11 | 6 | · | -23 | 7
CCn1c(C)nc2cc(C(=O)NN=C(C)c3ccc(C#N)cc3)ccc21 | -1.9 | 0.0 | 0.0 | 15 | -52 | 1.5 | -7 | 13* | · | 9 | -7
Cc1ccc(NC(=O)C/C(N)=N/OC(=O)Nc2cccc(C)c2)cc1 | -1.2 | 2.5 | 0.2 | -2 | 11 | 2.1 | 22 | -5 | 102 | 5 | -8
Cc1ccc2nc(-c3ccncc3)cc(C(=O)Nc3ccc4c(c3)OCCO4)c2c1 | 15 | -1.0 | -2.6 | -1 | -32 | 2.9 | · | 13* | 98 | -71 | -19
COc1cc(Nc2nc3c(N)cc(C(F)(F)F)cc3nc2-c2ccccc2)cc(OC)c1OC | 4.1 | · | · | 0 | 8 | 1.2 | · | -2 | 95 | -18 | -1
CCOc1ccc(-c2ccc(NS(=O)(=O)c3cc([N+](=O)[O-])c(C)c([N+](=O)[O-])c3)cc2)nn1 | 6.9 | 4.8 | 3.9 | -5 | -4 | 7.1 | -14 | 1 | 126 | -34 | 8
Cc1sc2nc(CSCC(=O)Nc3ccc(C(F)(F)F)cc3)[nH]c(=O)c2c1C | -0.8 | 0.4 | -1.2 | 10 | -9 | 1.1 | 6 | 3 | · | 3 | 12

This is a random part of the collection; any-hit rate near 3.2%.
